# From PubChem BioAssay
# GLS inh – qHTS for Inhibitors of Glutaminase (GLS); Glutaminase kidney isoform, mitochondrial (Homo sapiens), O94925; 0.21% of 410,000 active; Potency, µM (series often up to 45.5 µM), inactives show at the highest dose activity change, negative = inhibition, hits mostly inhibitors; GLS enzymatic activity, qHTS titration; further: potency means the concentration at half of the fitted maximal effect; on the % scale 0 is the no-effect control and ±100 the full control effect
# Target sequence (O94925 whole entry, looked up, canonical isoform): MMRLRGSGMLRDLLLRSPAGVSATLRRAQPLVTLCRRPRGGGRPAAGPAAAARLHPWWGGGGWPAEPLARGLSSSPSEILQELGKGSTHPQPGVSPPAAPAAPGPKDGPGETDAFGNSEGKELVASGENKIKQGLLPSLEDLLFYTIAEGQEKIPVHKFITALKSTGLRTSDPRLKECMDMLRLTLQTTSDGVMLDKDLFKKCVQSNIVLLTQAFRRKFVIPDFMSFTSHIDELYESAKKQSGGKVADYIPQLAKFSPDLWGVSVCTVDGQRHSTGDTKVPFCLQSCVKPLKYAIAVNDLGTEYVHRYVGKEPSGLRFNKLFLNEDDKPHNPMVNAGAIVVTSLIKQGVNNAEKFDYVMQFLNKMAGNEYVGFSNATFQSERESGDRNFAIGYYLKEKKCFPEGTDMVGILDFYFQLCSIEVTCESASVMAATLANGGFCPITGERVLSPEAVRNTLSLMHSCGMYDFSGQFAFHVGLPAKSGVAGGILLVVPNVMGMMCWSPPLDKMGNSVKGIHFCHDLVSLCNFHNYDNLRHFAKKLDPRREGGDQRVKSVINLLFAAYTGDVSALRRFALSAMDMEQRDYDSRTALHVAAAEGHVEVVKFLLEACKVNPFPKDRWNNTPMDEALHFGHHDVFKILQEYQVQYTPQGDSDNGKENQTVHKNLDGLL
#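 Glutamate formation by hKGA was monitored fluorometrically using coupled glutamate oxidase, HRP and Amplex Red. Substrate was added as 1 mM L-glutamine solution; incubation was 30 min at RT after an initial read.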
# PI4K2A inh – qHTS for small molecular inhibitors of PI4K2A; Phosphatidylinositol 4-kinase type 2-alpha (Homo sapiens), Q9BTU6; activity change, negative = inhibition, % at 76.9 µM; AID 1346378, 2018; 0.13% of 420,000 active; purified PI4K2A, ADP-Glo luminescence, 1 h; hits give low values; in the data active means activity change below about -50%; inconclusive means mostly about -30% to -49%;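 further: -100% = wells without enzyme as full effect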
#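 In this quantitative HTS, ADP production by PI4K2A was quantified luminescently after 1 h at ambient temperature; 100 microM adenosine served as plate-quality control.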
# HP1b chromo inh – HTS for Inhibitors of HP1-beta Chromodomain Interactions with Methylated Histone Tails. Chromobox protein homolog 1 (Homo sapiens), P83916. AlphaScreen HP1-beta / biotin-H3K9me3 peptide binding. Potency, µM (top dose mostly 114 µM), for the others: at the top dose activity change, negative = inhibition, hits mostly inhibitors. 0.56% of 390,000 active. AID 540317, 2011; further: potency means the concentration at half of the fitted maximal effect; nearly all actives have a fitted effect of over 70% in size; inactives centre near 23
#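 Compound inhibition of the preformed complex between 50 nM HP1-beta and 50 nM biotinylated H3K9me3 peptide was read by AlphaScreen. Buffer was PBS pH 7.4 with 0.01% Tween-20. Incubations ran 30 min at room temperature, with 10 ug/mL donor/acceptor beads.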
# ERG-DNA inh – qHTS for Small Molecule Inhibitors of the ERG Ets/DNA interaction. Transcriptional regulator ERG (Homo sapiens), P11308. fluorescence polarization, His-ERG Ets domain / labelled DNA. Potency, µM (top dose mostly 76.9 µM), for the others: at the top dose FP activity, negative = inhibition, hits mostly inhibitors. 0.028% of 370,000 active. AID 624246, 2012; active means well fitted inhibition curve with a large enough effect in the polarisation, with a control signal flat; inconclusive means small, poorly fitted or top-dose-only effect, or effect the other way, or a change in a side signal; inactive means no such curve, though single readings can be large or run the other way; the % refers to the polarisation;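 further: polarization taken with two DNA probes labelled with fluorescein and Texas red; potency means the concentration at half of the fitted maximal effect; % of control where 0% means no effect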
#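 His-tagged ERG Ets domain (1 uM in the protein solution; 300mM KCl, 50mM Tris-HCl, 1mM EDTA, 1mM DTT, pH 7.5) received compound, then a probe mix of 5 nM fluorescein-DNA and 100nM Texas-615-DNA. Fluorescence polarization was read for both dyes.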
# G9a inh – qHTS Assay for Inhibitors of Histone Lysine Methyltransferase G9a | Histone-lysine N-methyltransferase EHMT2 (Homo sapiens), Q96KQ7 | G9a H3K9 monomethylation, AlphaScreen, 2 h | Potency, µM (titrated, usually from 102 µM), without a hit: top-dose activity, negative = inhibition, usual class: inhibitors | 8.8% of 350,000 active | AID 504332, 2011; further: potency means the concentration at half of the fitted maximal effect; on the % scale 0 is the no-effect control and ±100 the full control effect; nearly all actives have a fitted effect of over 75% in size
# Target sequence (Q96KQ7 913-1193 limits assumed): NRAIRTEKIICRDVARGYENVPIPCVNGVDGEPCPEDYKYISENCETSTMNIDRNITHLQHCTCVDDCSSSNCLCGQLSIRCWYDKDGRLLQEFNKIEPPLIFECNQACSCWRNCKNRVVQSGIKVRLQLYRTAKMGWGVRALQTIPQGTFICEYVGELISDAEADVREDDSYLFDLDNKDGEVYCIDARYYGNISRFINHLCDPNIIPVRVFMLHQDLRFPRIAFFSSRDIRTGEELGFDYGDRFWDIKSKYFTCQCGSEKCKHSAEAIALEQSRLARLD
#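 Readings reflect AlphaScreen signal from monomethyl-H3K9 antibody detection. HMT at 20 nM; substrate b-H3K9 500 nM; cofactor SAM 20 uM; 2 h RT reaction; compounds tested as titrations in qHTS with 15 min preincubation.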
# JMJD2A Tudor – qHTS Assay for Inhibitors of JMJD2A-Tudor Domain | AlphaScreen JMJD2A-Tudor / H3K4me3 peptide binding | Potency, µM (doses to about 114 µM), without a hit: at the highest dose activity change, negative = inhibition, actives largely listed as inhibitors | 4.4% of 390,000 active | AID 504339, 2011; further: potency means the concentration at half of the fitted maximal effect; on the % scale 0 is the no-effect control and ±100 the full control effect; nearly all actives have a fitted effect of over 50% in size
# BAZ2B block – qHTS Assay for Inhibitors of BAZ2B | AlphaScreen BAZ2B-H3K14Ac peptide displacement | Potency, µM (highest dose often 114 µM), inactives show top-dose activity change, negative = inhibition, most hits filed as inhibitors | 4.4% of 360,000 active; further: potency means the concentration at half of the fitted maximal effect; on the % scale 0 is the no-effect control and ±100 the full control effect; nearly all actives have a fitted effect of over 60% in size
#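 AlphaScreen displacement: compounds (up to 110uM) incubated 30 min at room temperature with a preformed 50 nM BAZ2B/50 nM biotinylated H3K14Ac peptide complex in PBS pH 7.4 with Tween-20. Donor and acceptor beads at 10 ug/mL final added, 20 min light-protected before reading.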
# RGS4 inhibitor – Inhibitors of Regulator of G Protein Signaling (RGS) 4: qHTS; Regulator of G-protein signaling 4 (Homo sapiens), P49798; Transcreener GDP fluorescence polarization, RGS4-accelerated GTP hydrolysis; Potency, µM (series often up to 114 µM), for inactives: at the top dose activity change, negative = inhibition, usual class: inhibitors; 0.039% of 390,000 active; AID 504845, 2011; further: potency means the concentration at half of the fitted maximal effect; on the % scale 0 is the no-effect control and ±100 the full control effect; nearly all actives have a fitted effect of over 75% in size; some results filed as inactive show a strong effect at the top dose
#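 MLSMR compounds (23 nl, pin-transferred) preincubated 10 min at room temperature with a 500nM (2x) first reagent, then RGS4 at 900nM (2x) plus Transcreener GDP mix added; fluorescence polarization (620/688 nm) read before and after 90 min at 30 °C.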
# ALOX12 inh – Primary qHTS assay for inhibitors of human arachidonate 12S-lipoxygenase (ALOX12): Round 2. Polyunsaturated fatty acid lipoxygenase ALOX12 (Homo sapiens), P18054. purified 12hLO, xylenol orange hydroperoxide absorbance. Potency, µM (titrated, usually from 108 µM), for inactives: at the top dose activity change, negative = inhibition, hits mostly inhibitors. 1.1% of 580,000 active. AID 1671190, 2021; further: potency means the concentration at half of the fitted maximal effect; on the % scale 0 is the no-effect control and ±100 the full control effect
#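 Purified human 12hLO (150 nM final) in 25 mM Hepes, 0.01% Triton X-100, pH 7.0 was preincubated 15 min at room temperature with compound. Then 40 uM arachidonic acid was added, 30 min. Hydroperoxide was read by Fe-XO absorbance ratio 573/405 nm.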
# Numbers without * were called inactive; u = inconclusive; x = no result given; [ ] = remark or other dose. Unless noted, the call rests on the fitted dose curve; in most records, active means well fitted curve in the direction sought with a large enough effect; inconclusive means small, poorly fitted or top-dose-only effect, or another doubt; inactive means no such curve, though single readings can be large; an effect the other way counts as inactive or inconclusive. These rows are one share of the data; count on the stated rates, not on these rows.
SMILES,GLS inh,PI4K2A inh,HP1b chromo inh,ERG-DNA inh,G9a inh,JMJD2A Tudor,BAZ2B block,RGS4 inhibitor,ALOX12 inh
COC(=O)c1cc([N+](=O)[O-])c(-n2cncn2)c([N+](=O)[O-])c1,20.7%,1.5,21.1%,-11.2%,x,u,-13.9%,-6.4%,-19.7%
Cc1ccc2cc(COC(=O)c3cccc([N+](=O)[O-])c3)c(=O)[nH]c2c1,11.8%,-6.9,23.3%,-0.9%,u,-18.1%,-5.6%,16.3%,15.0%
CCN(CC)CCCn1c2c(c(SCC(=O)Nc3cc(OC)cc(OC)c3)nc1=O)CCC2,-0.4%,-3.9,32.9%,4.4%,50.1µM*,-8.6%,2.1%,11.8%,-19.7%
COC(C[C@H](O)CC(=O)[C@H](C)OCc1ccccc1)OC,2.0%,-0.8,23.9%,4.4%,1.0%[59 µM],-5.6%,3.6%,-4.8%,u
COc1ccc(-n2c(=O)/c(=C\c3cccs3)s/c2=C(/C#N)C(=O)NCCN2CCOCC2)cc1,-2.3%,-19.9,26.4%,-2.6%,-33.5%,-2.7%,-5.2%,-6.2%,4.6%
CCOCCCNC(=S)N1C2CCC1CC(NC(=O)Nc1ccc(C(=O)OCC)cc1)C2 (stereo not drawn),15.6%,0.5,15.9%,0.0%,-7.1%[0.501 µM],-13.7%,0.5%,-11.4%,417.4%[activator]
CCc1ccc(N2CC(C(=O)Nc3cc(C)on3)CC2=O)cc1 (stereo not drawn),0.1%,-4.4,10.2%,-5.6%,10.5%,-3.6%,-7.6%,9.4%,475.7%[activator]
Cc1nn(C)cc1CN(C)C(=O)c1cc2nc(-c3ccco3)cc(C(F)(F)F)n2n1,-0.5%,2.0,42.2%[activator],-9.8%,u,3.6%,-30.9%,-29.3%,-9.8%
O=[N+]([O-])c1ccc(N2CCN(C(=S)NC3CCCCC3)CC2)cc1,0.2%,-1.5,3.1%,-2.3%,7.0%,u,u,-6.1%,u
Cc1cccc(-n2c(O)c(C=Nc3ccccc3O)c3ccccc3c2=O)n1,-18.2%,1.7,-11.6%,0.9%,22.7%,-18.7%,-25.3%,-14.9%,-27.5%
COc1ccc(-c2ccc(/C=C3/C(=N)N4C(C)=CSC4=NC3=O)o2)c([N+](=O)[O-])c1,-9.3%,-0.6,-29.7%,x,7.08µM*,u,u,u,u
O=C(Nc1cccc(Cl)c1)c1cc(S(=O)(=O)N2CCCCC2)c[nH]1,-1.4%,1.6,15.2%,0.4%,10.9%,-19.3%,4.2%,8.5%,0.6%
N#CC(C(N)=O)=C1CCC2(CC1)OCCCCO2,0.7%,7.8,10.4%,5.0%,21.7%[59 µM],-11.5%,-6.5%,9.9%,7.3%
C[C@]12c3[nH]c4ccccc4c3CCN1C(=O)C(CC(=O)NCc1ccco1)C[C@@H]2C(=O)N1CCOCC1 (stereo partly drawn),0.7%,-1.8,29.4%,-4.3%,x,0.0%,x,14.4%,7.1%
O=C(O)c1ccc(NC(=O)c2ccccc2NC(=O)c2cccc(F)c2)cc1,5.6%,2.0,26.2%,-4.2%,-2.2%,-6.2%,3.3%,-7.7%,0.0%
O=C(Nc1ccc2nc[nH]c2c1)c1ccco1,-9.0%,-3.0,3.0%,-2.3%,-17.8%,2.3%[11.4 µM],-21.5%,13.3%[11.4 µM],-16.2%
CN(Cc1ccon1)Cc1cn(C)nc1-c1ccc2c(c1)OCCO2,11.8%,1.9,27.5%,0.7%,x,-23.4%,-4.0%,-26.8%,u
O=C(Nc1ccc([N+](=O)[O-])cc1)C1COc2ccccc2O1 (stereo not drawn),6.1%,5.2,27.0%,10.9%,-4.2%[0.501 µM],-13.6%,-36.9%,-16.8%,-26.1%
CN(C)C(=O)N1CCC(C(=O)NCc2ccc(F)cc2Cl)CC1,0.2%,-1.1,16.3%,x,-4.8%[59 µM],-8.3%,-3.7%,-9.7%,-11.2%
O=C(N/N=C/c1ccc([N+](=O)[O-])o1)c1ccccc1-n1cccc1,17.4%,0.3,-13.4%,-0.2%,9.3%[59 µM],-31.0%,-20.3%,24.5%,-7.2%
Cc1ccc(OCC(=O)c2cc(C)n(-c3ccccc3)c2C)c([N+](=O)[O-])n1,10.2%,-9.4,u,4.2%,-21.4%[59 µM],u,u,-8.1%,0.0%
CC(=O)NC1(C(F)(F)F)N=C(c2ccccc2)NC1=O (stereo not drawn),-12.4%,1.4,24.9%,-8.1%,-8.5%[59 µM],-0.7%,0.3%,-4.6%,16.6%
COc1ccc(/C=N/NC(=O)c2ccc3nc[nH]c3c2)c(OC)c1OC,8.5%,1.1,16.5%,-5.2%,x,-3.1%,-2.4%,-24.2%,265.0%[activator]
CCCn1c(=NC(=O)CS(=O)(=O)c2ccccc2)sc2cc(S(C)(=O)=O)ccc21,8.5%,2.1,14.5%,13.1%,-12.6%,-22.3%,31.7%[activator],1.4%,0.6%
Cc1cc(NC(=O)Nc2nc3c(s2)CCCCCC3)ccc1Br,-17.3%,-2.0,18.0%[57 µM],-2.9%,-10.4%[59 µM],-30.7%,-4.5%,-13.4%,-20.5%
CC(C)Oc1ccc(NC(=O)Oc2ccccc2)cc1,-2.1%,-4.4,-3.5%,-5.6%,0.3%[59 µM],-13.8%,-17.1%,2.2%,9.0%
CCOC(=O)/C(C#N)=C/c1c(Oc2cccc(C)c2)nc2c(C)cccn2c1=O,0.7%,0.5,30.2%,-6.7%,26.1%[59 µM],-6.7%,-1.0%,8.9%,5.2%
O=C(NC1CC1)C1CCN(c2nc3ccccc3s2)CC1,2.4%,-7.2,45.6%[activator],-9.3%,23.8%,-1.5%,-5.6%,-9.9%,-16.2%
COc1ccc([C@H]2/C=C\CN(S(=O)(=O)/C=C/c3ccccc3)[C@@H](C)C(=O)N2Cc2ccc(F)cc2)cc1,1.8%,0.6,31.9%,-4.6%,x,-12.4%,x,5.6%,1.5%
CC(=O)c1cccc(NC=C2C(=O)OC3(CCCCC3)OC2=O)c1,5.7%,-8.2,31.5%,15.8%,28.6%[12.7 µM],-21.3%,-4.4%,6.9%,-24.4%
Cc1cc(C)c(NC(=O)CCN2C(=O)c3ccccc3S2(=O)=O)c(C)c1,-4.7%,88.3,23.4%,1.6%,15.0%,-6.9%,2.9%,-0.6%,6.5%
Cc1ccc2c(c1)NC(=O)C(CC(=O)NCCN(C)C)O2 (stereo not drawn),17.6%,-7.3,49.4%[activator],-10.8%,44.7µM*,-14.8%,-0.2%,11.7%,u
Cc1nnc(N/N=C\c2ccc(-c3cccc(C(=O)O)c3)o2)n1N,16.9%,u,-9.0%,0.7%,39.8µM*,25.1µM*,79.4µM*,-47.7%,u
CCOC(=O)c1ccc(CN(Cc2ccc(Br)cc2)S(=O)(=O)c2cccc(Cl)c2C)cc1,-4.4%,1.3,7.8%,5.2%,26.7%[59 µM],12.8%,-0.3%,10.2%,-21.8%
CCCc1cc(=O)[nH]c(SCC(=O)N2CCc3ccccc3C2)n1,7.6%,2.9,32.6%,15.5%,-2.7%[2.33 µM],-19.6%,6.3%,-0.6%,50.7%[activator]
CCOC(=O)C1=C(C)NC(=O)NC1c1cc(C)sc1C (stereo not drawn),-0.5%,2.0,12.4%,9.1%,-1.5%[12.7 µM],-8.9%,-6.5%,4.9%,-16.8%
O=C(NCCOC(=O)c1ccccc1)c1ccccc1,1.7%,-1.9,48.3%[activator],0.6%,-3.9%[2.33 µM],1.7%,-3.0%,-10.1%,182.8%[activator]
CC(C)=C1C2CC2C2C(C(=O)O)C12 (stereo not drawn),-3.1%,1.3,21.7%,4.6%,19.6%[2.33 µM],-11.1%,-0.2%,-27.7%,13.2%
COc1ccccc1NC(=O)NC1(C(=O)N2CCCCCC2)CCCCC1,2.5%,-1.8,25.7%,-7.8%,-3.1%[59 µM],-10.0%,-3.7%,2.6%,7.1%
CCOc1ccc(-c2nn[nH]n2)cc1,12.1%,0.8,13.7%,-3.5%,-29.7%[2.33 µM],50.1µM*,u,u,0.0%

# Whole records as entered above. Order of screens: GLS inh, PI4K2A inh, HP1b chromo inh, ERG-DNA inh, G9a inh, JMJD2A Tudor, BAZ2B block, RGS4 inhibitor, ALOX12 inh
# Shown for `CC(C)=C1C2CC2C2C(C(=O)O)C12` (stereo not drawn) : -3.1%, 1.3, 21.7%, 4.6%, 19.6%[2.33 µM], -11.1%, -0.2%, -27.7%, 13.2%
# Shown for `O=C(N/N=C/c1ccc([N+](=O)[O-])o1)c1ccccc1-n1cccc1` : 17.4%, 0.3, -13.4%, -0.2%, 9.3%[59 µM], -31.0%, -20.3%, 24.5%, -7.2%
# Shown for `CC(C)Oc1ccc(NC(=O)Oc2ccccc2)cc1` : -2.1%, -4.4, -3.5%, -5.6%, 0.3%[59 µM], -13.8%, -17.1%, 2.2%, 9.0%
